GPR55 activation = selective activators of receptor GPR55 – imaging, U2OS cells, beta-arrestin-GFP redistribution, primary screen (AID 1961); activation, % at 10 µM; hits with a dose series show EC50 in µM; 290,000 tested, 0.048% active; U2OS GPR55 beta-arrestin-GFP redistribution imaging; higher % means a stronger effect;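 active = activation above 40% with more than 50 cells counted in the well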;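 also: U2OS osteosarcoma cells stably expressing GPR55 and beta-arrestin-GFP; plate controls were DMSO negative control for no effect and LPI positive control for full effect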
GPR55 antagonists = GPR55 antagonists blocking LPI-driven arrestin recruitment, primary screen, imaging, U2OS, beta-arrestin-GFP, LPI agonist (AID 2013). U2OS GPR55 beta-arrestin-GFP translocation imaging, LPI antagonism; higher % means a stronger effect. inhibition, % at 10 µM; hits with a dose series show IC50 in µM. 290,000 tested, 0.13% active;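 active = spots per cell inhibited over 60%, with over 100 cells counted and total cytoplasm intensity under 500,000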;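 also: U2OS cells stably carrying GPR55 and arrestin-GFP stimulated by 5 µM LPI near EC80; imaged beta-arrestin-GFP aggregate spots per cell after agonist stimulation; plate controls were LPI-stimulated DMSO wells for no effect and DMSO wells without LPI for full effect; some results filed as inactive read as strong as hits; confirmed hits need IC50 under 10 µM and bright autofluorescent wells are also inconclusive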
UTI89 phage lysis = protection from phage-mediated lysis, alamar blue read-out – E. coli UTI89, K1F phage, bacterial capsule biogenesis inhibitors (AID 488966). E. coli UTI89 K1F phage lysis, alamar blue, 2 h; higher % means a stronger effect. one-dose inhibition, % at 100 µM; IC50 in µM for titrated hits. 340,000 tested, 0.02% active;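 active = phage lysis inhibition, versus mean bacterial control, above a set limit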;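 also: capsule biogenesis inhibitors block K1F phage lysis so surviving cells raise fluorescence; higher fluorescence means more inhibition of phage lysis; actives were called in the ten point dose series up to 300 µM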
GPR35 antagonists = GPR35 antagonists blocking zaprinast-driven arrestin recruitment, primary screen, imaging, U2OS, beta-arrestin-GFP, zaprinast agonist (AID 2058) | 290,000 tested, 0.052% active | inhibition, % at 10 µM, or IC50 in µM where a hit was titrated | U2OS GPR35 beta-arrestin-GFP translocation imaging, zaprinast antagonism; higher % means a stronger effect;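 active = inhibition of at least 50% with at least 30 cells and total cytoplasm GFP at most 10,000,000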
Dengue-2 NS5 capping = Dengue-2 NS5 methyltransferase inhibitors, primary screen, biochemical, confirmation dose response (AID 588689) | Dengue-2 NS5 methyltransferase capping enzyme assay, biochemical; higher % means a stronger effect | inhibition, % at 25 µM, or IC50 in µM where a hit was titrated | 340,000 tested, 0.3% active; in the data active = a potency from the dose series
NTR1 ag = NTR1-driven beta-arrestin-GFP spot formation – imaging, U2OS cells, high content, primary screen (AID 493036); agonist mode; activation, % at 20 µM; 330,000 tested, 0.17% active;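 active = activation at or above 40% of the spot to cytoplasm intensity ratio, with at least 20 cells analyzed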;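 also: 0% = DMSO without peptide and 100% = 100 nM NTR1 peptide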
Target sequence (P30989 whole entry, looked up): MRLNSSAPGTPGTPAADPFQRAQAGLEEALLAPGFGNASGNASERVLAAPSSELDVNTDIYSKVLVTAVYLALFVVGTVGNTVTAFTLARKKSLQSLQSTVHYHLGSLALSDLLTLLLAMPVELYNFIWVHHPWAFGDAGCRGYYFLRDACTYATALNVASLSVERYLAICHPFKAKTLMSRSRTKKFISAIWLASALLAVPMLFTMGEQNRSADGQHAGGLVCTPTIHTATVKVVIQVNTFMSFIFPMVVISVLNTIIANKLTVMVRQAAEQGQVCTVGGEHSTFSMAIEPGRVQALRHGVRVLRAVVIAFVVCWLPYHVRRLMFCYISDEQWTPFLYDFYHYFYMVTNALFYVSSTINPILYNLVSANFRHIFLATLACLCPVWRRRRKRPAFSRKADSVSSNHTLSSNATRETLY
HIV peptide binding = inhibitors of HIV fusion peptide binding, primary screen, biochemical, uHTS, fluorescence dequenching (AID 1986). cell-free peptide binding, fluorescence dequenching, 30 min; higher % means a stronger effect. inhibition, % at 20 µM, or IC50 in µM where a hit was titrated. 290,000 tested, 0.3% active; in the data active = inhibition mostly above about 52%, no sharp cut-off; inactive = mostly below about 76%; also: some results filed as inactive read as strong as hits
AID2073 = disruptors of CaV2.2 binding to Mint1 – biochemical, HTRF (AID 2073) | inhibition, % at 20 µM; hits with a dose series show IC50 in µM | HTRF protein-protein interaction, Mint1-CaV2.2; higher % means a stronger effect | 290,000 tested, 0.19% active; in the data active = inhibition mostly above about 51%, no sharp cut-off; also: some results filed as inactive read as strong as hits
Siah-1 displacement = Siah-1 peptide-binding antagonists, primary screen, biochemical, fluorescence polarization, rhodamine-plectin, uHTS (AID 1817) | Siah-1 / rhodamine-plectin peptide fluorescence polarization; higher % means a stronger effect | one-dose displacement, % at 20 µM; IC50 in µM for titrated hits | 290,000 tested, 0.02% active;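 active = displacement of at least 50% at 20 µM, with a fluorescence ratio check between 0.3 and a set limit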;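 also: plate controls were Siah plus tracer with DMSO for no effect and tracer alone without Siah for full effect; strong numbers were not always called active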
NTR1 ag cell count 20 µM = further read-out of NTR1 ag, marked with its call; cell count; measured here: cell count, cytotoxicity flag
* hit, by the source's call; [ ] = remark or other dose.

O=[N+]([O-])c1ccc2oc(-c3cccc(O)c3)nc2c1 was read as GPR55 activation -0.3%, GPR55 antagonists -7%, UTI89 phage lysis 0.3%, GPR35 antagonists 15%, Dengue-2 NS5 capping 2%, NTR1 ag -0.2, HIV peptide binding -0.3%, AID2073 12%, Siah-1 displacement 1% and NTR1 ag cell count 20 µM 67.
`CC(C)OC(=O)c1cc(NC(=S)Nc2ccc([N+](=O)[O-])cc2)cc(C(=O)OC(C)C)c1` gave GPR55 activation 0.0%, GPR55 antagonists 3%, UTI89 phage lysis -0.1%, GPR35 antagonists -13%, Dengue-2 NS5 capping -1%, NTR1 ag 5.5, HIV peptide binding 1.7%, AID2073 -9%, Siah-1 displacement 5% and NTR1 ag cell count 20 µM 34.
O=C(NC1CCCCC1)C(=S)NCCc1ccccc1 was read as GPR55 activation -0.2%, GPR55 antagonists 9%, UTI89 phage lysis 0.6%, GPR35 antagonists 16%, Dengue-2 NS5 capping -2%, NTR1 ag 1.0, HIV peptide binding 0.8%, AID2073 17%, Siah-1 displacement 2% and NTR1 ag cell count 20 µM 63.
`Cc1ccc(S(=O)(=O)NCCSc2ccccc2)cc1[N+](=O)[O-]` gave GPR55 activation -0.6%, GPR55 antagonists -1%, UTI89 phage lysis -1.3%, GPR35 antagonists -9%, Dengue-2 NS5 capping -13%, NTR1 ag 0.2, HIV peptide binding 0.3%, AID2073 1%, Siah-1 displacement 4% and NTR1 ag cell count 20 µM 43.
Cc1nc(Cc2ccc(OC(C)C)cc2)[nH]c(=O)c1CC(=O)O was read as GPR55 activation 0.2%, GPR55 antagonists 6%, UTI89 phage lysis 0.5%, GPR35 antagonists 6%, Dengue-2 NS5 capping -5%, NTR1 ag 1.9, HIV peptide binding -1.1%, AID2073 7%, Siah-1 displacement 6% and NTR1 ag cell count 20 µM 55.
CCc1cccc(C)c1NC(=O)CCCn1c(=O)c2cccn2c2cccnc21 was read as GPR55 activation 0.0%, GPR55 antagonists 15%, UTI89 phage lysis 0.2%, GPR35 antagonists 8%, Dengue-2 NS5 capping 6%, NTR1 ag 0.0, HIV peptide binding 2.6%, AID2073 13%, Siah-1 displacement 10% and NTR1 ag cell count 20 µM 68.
`Cc1ccc(N(Cc2ccccc2)C(=O)CN2C(=O)NC3(CCCC3)C2=O)cc1` gave GPR55 activation -0.1%, GPR55 antagonists 9%, UTI89 phage lysis 0.6%[50 µM], GPR35 antagonists 2%, Dengue-2 NS5 capping -1%, NTR1 ag 0.8, HIV peptide binding 1.8%, AID2073 4%, Siah-1 displacement 5% and NTR1 ag cell count 20 µM 55.
For Cc1cnc(NC(=O)c2ccc(OCC3CCCO3)cc2)s1 (stereo unspecified) the results were GPR55 activation -0.3%, GPR55 antagonists -10%, UTI89 phage lysis 0.4%, GPR35 antagonists -6%, Dengue-2 NS5 capping 4%, NTR1 ag 1.0, HIV peptide binding -0.8%, AID2073 -6%, Siah-1 displacement 0% and NTR1 ag cell count 20 µM 50.
COc1ccc(CC(=O)O/N=C(\N)c2ccc(C)cc2)cc1 was read as GPR55 activation 0.6%, GPR55 antagonists 6%, UTI89 phage lysis 0.8%, GPR35 antagonists 4%, Dengue-2 NS5 capping 1%, NTR1 ag -0.1, HIV peptide binding -0.1%, AID2073 9%, Siah-1 displacement 0% and NTR1 ag cell count 20 µM 57.
`O=c1c(-c2ccnn2-c2cccc(Cl)c2)cnc2n1CCS2` gave GPR55 activation 0.0%, GPR55 antagonists 1%, UTI89 phage lysis 4.4%, GPR35 antagonists -2%, Dengue-2 NS5 capping -1%, NTR1 ag 4.7, HIV peptide binding 1.3%, AID2073 0%, Siah-1 displacement 4% and NTR1 ag cell count 20 µM 40.
`CCOC(=O)C(C)(C)Sc1nc2c(cnn2-c2ccc(Cl)cc2)c(=O)[nH]1` gave GPR55 activation -0.2%, GPR55 antagonists 30%, UTI89 phage lysis 4.8%, GPR35 antagonists -5%, Dengue-2 NS5 capping -3%, NTR1 ag 5.5, HIV peptide binding -1.5%, AID2073 -1%, Siah-1 displacement 1% and NTR1 ag cell count 20 µM 56.
Screening FC(F)(F)c1cccc(N2CCN(c3nnnn3-c3ccccc3)CC2)c1 returned GPR55 activation 0.5%, GPR55 antagonists -2%, UTI89 phage lysis 1.3%, GPR35 antagonists 0%, Dengue-2 NS5 capping 1%, NTR1 ag -1.1, HIV peptide binding -1.6%, AID2073 -11%, Siah-1 displacement -6% and NTR1 ag cell count 20 µM 96.
Screening COc1ccccc1/C=C/CN1CCC(n2nccc2NC(=O)CCc2ccccc2)CC1 returned GPR55 activation -0.2%, GPR55 antagonists 6%, UTI89 phage lysis 0.2%, GPR35 antagonists 2%, Dengue-2 NS5 capping -13%, NTR1 ag 1.0, HIV peptide binding -0.4%, AID2073 -7%, Siah-1 displacement -2% and NTR1 ag cell count 20 µM 61.
For O=C(CCCN1C(=O)/C(=C/c2cccs2)SC1=S)Nc1ccc(O)c(C(=O)O)c1 the results were GPR55 activation 0.3%, GPR55 antagonists 0%, GPR35 antagonists 100%*, HIV peptide binding 24µM*, AID2073 1% and Siah-1 displacement 6%.
Screening Cc1ccccc1Nc1scc(-c2ccc(Cl)cc2)[n+]1-c1ccccc1C returned GPR55 activation -0.3%, GPR55 antagonists 33%, UTI89 phage lysis 0.1%, GPR35 antagonists -13%, Dengue-2 NS5 capping -5%, HIV peptide binding 0.4%, AID2073 19% and Siah-1 displacement 5%.
`NNC(=O)Cn1c(-c2ccccc2)cc2ccccc21` gave GPR55 activation -0.1%, GPR55 antagonists -15%, UTI89 phage lysis 0.1%, GPR35 antagonists 14%, Dengue-2 NS5 capping -1%, NTR1 ag -1.1, HIV peptide binding -0.7%, AID2073 -6%, Siah-1 displacement -1% and NTR1 ag cell count 20 µM 58.
For Cc1ccc2c(COC(=O)c3cnc(C)cn3)cc(=O)oc2c1 the results were GPR55 activation 0.4%, GPR55 antagonists 4%, GPR35 antagonists -9%, HIV peptide binding -1.3%, AID2073 -4% and Siah-1 displacement 0%.
`Cc1ccc(OCC(=O)NNC(=O)CSc2nnc(-c3ccc(C)cc3)n2C)cc1` gave GPR55 activation -0.6%, GPR55 antagonists 8%, UTI89 phage lysis 4.3%, GPR35 antagonists 2%, Dengue-2 NS5 capping -6%, NTR1 ag 1.1, HIV peptide binding -1.2%, AID2073 4%, Siah-1 displacement 11% and NTR1 ag cell count 20 µM 50.
Screening CCC(C)(C)NC(=O)CN(C(=O)CNS(=O)(=O)c1ccccc1)c1ccc2c(c1)OCCO2 returned GPR55 activation -0.1%, GPR55 antagonists 6%, UTI89 phage lysis -0.1%, GPR35 antagonists 4%, Dengue-2 NS5 capping 5%, NTR1 ag 0.0, HIV peptide binding 0.0%, AID2073 5%, Siah-1 displacement -2% and NTR1 ag cell count 20 µM 51.
Screening Nc1c(C=C2C=CC(=O)C=C2)c(=O)nc2sc(CC(=O)N3CCOCC3)nn12 returned GPR55 activation 0.2%, GPR55 antagonists 5%, UTI89 phage lysis 0.3%, GPR35 antagonists -8%, Dengue-2 NS5 capping -23%, NTR1 ag 2.1, HIV peptide binding 7.1%, AID2073 0%, Siah-1 displacement 10% and NTR1 ag cell count 20 µM 37.
`O=C(NC(=S)N1CCN(Cc2ccc3c(c2)OCO3)CC1)c1ccc(Cl)cc1` gave GPR55 activation -0.1%, GPR55 antagonists 6%, UTI89 phage lysis 6.8%, GPR35 antagonists -25%, Dengue-2 NS5 capping -13%, NTR1 ag -0.3, HIV peptide binding -3.6%, AID2073 -7%, Siah-1 displacement 0% and NTR1 ag cell count 20 µM 59.
Screening O=C1N(CCCl)c2ccc(Br)cc2C12OCCO2 returned GPR55 activation 0.4%, GPR55 antagonists -3%, UTI89 phage lysis -0.5%, GPR35 antagonists -17%, Dengue-2 NS5 capping -6%, NTR1 ag 0.7, HIV peptide binding 0.1%, AID2073 8%, Siah-1 displacement -12% and NTR1 ag cell count 20 µM 63.
`Nc1nc2ccccc2n1CCOc1ccc(Br)cc1` gave GPR55 activation -0.1%, GPR55 antagonists 4%, UTI89 phage lysis 1.6%, GPR35 antagonists 6%, Dengue-2 NS5 capping 1%, NTR1 ag 3.7, HIV peptide binding 0.7%, AID2073 3%, Siah-1 displacement 9% and NTR1 ag cell count 20 µM 57.
`Cc1cccc(-n2c(SCC(=O)O)nc3sc4c(c3c2=O)CCCC4)c1` gave GPR55 activation 0.2%, GPR55 antagonists 1%, UTI89 phage lysis -0.2%, GPR35 antagonists -7%, Dengue-2 NS5 capping -5%, NTR1 ag 0.3, HIV peptide binding 2.6%, AID2073 30%, Siah-1 displacement 2% and NTR1 ag cell count 20 µM 34.

Two records picked at random from those above:
For Cc1ccc2c(COC(=O)c3cnc(C)cn3)cc(=O)oc2c1 the results were GPR55 activation 0.4%, GPR55 antagonists 4%, GPR35 antagonists -9%, HIV peptide binding -1.3%, AID2073 -4% and Siah-1 displacement 0%.
`O=C(NC(=S)N1CCN(Cc2ccc3c(c2)OCO3)CC1)c1ccc(Cl)cc1` gave GPR55 activation -0.1%, GPR55 antagonists 6%, UTI89 phage lysis 6.8%, GPR35 antagonists -25%, Dengue-2 NS5 capping -13%, NTR1 ag -0.3, HIV peptide binding -3.6%, AID2073 -7%, Siah-1 displacement 0% and NTR1 ag cell count 20 µM 59.

Other results follow.
For Cc1ccnc(NS(=O)(=O)c2ccc(NC(=O)C34CC5CC(CC(C5)C3)C4)cc2)n1 the results were GPR55 activation 0.3%, GPR55 antagonists 3%, UTI89 phage lysis -0.1%, GPR35 antagonists -4%, Dengue-2 NS5 capping -7%, NTR1 ag -1.5, HIV peptide binding 2.3%, AID2073 -1%, Siah-1 displacement -1% and NTR1 ag cell count 20 µM 92.
COC(=O)[C@H](CCSC)NC(=O)NCc1ccccc1F was read as GPR55 activation -0.1%, GPR55 antagonists 11%, UTI89 phage lysis -0.4%, GPR35 antagonists 23%, Dengue-2 NS5 capping -3%, NTR1 ag 2.6, HIV peptide binding -0.5%, AID2073 -2%, Siah-1 displacement 1% and NTR1 ag cell count 20 µM 62.
For CC(=O)N1c2c(cc(Br)cc2S(=O)(=O)NCC2COc3ccccc3O2)CC1C (stereo unspecified) the results were GPR55 activation -0.1%, GPR55 antagonists -14%, UTI89 phage lysis -0.1%, GPR35 antagonists 0%, Dengue-2 NS5 capping -6%, NTR1 ag 0.4, HIV peptide binding 0.3%, AID2073 -2%, Siah-1 displacement 1% and NTR1 ag cell count 20 µM 87.
Screening O=C(O)c1ccccc1-c1ccccc1C(=O)Nc1cccc(O)c1 returned GPR55 activation -0.2%, GPR55 antagonists -4%, UTI89 phage lysis -0.9%, GPR35 antagonists -15%, Dengue-2 NS5 capping -1%, NTR1 ag -0.7, HIV peptide binding -0.1%, AID2073 7%, Siah-1 displacement 4% and NTR1 ag cell count 20 µM 30.

High-throughput results from PubChem.
